# Pemphigus Ab inh – inhibitors of pemphigus antibody binding to DSG3, primary screen, biochemical, bead-based, flow cytometry, scFv-GFP; hit rate 0.48% among 310,000; AID 588358, 2011; DSG3-coupled beads, scFv-anti-DSG3-GFP binding; stronger effect = lower value; binding (percent of control), % at 10 µM; Desmoglein-3 (Homo sapiens), P32926;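 active = binding more than 3 SD below its plate's average and above zero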; also: some compounds called inactive have numbers as strong as hits
# Target sequence (P32926 whole entry, looked up): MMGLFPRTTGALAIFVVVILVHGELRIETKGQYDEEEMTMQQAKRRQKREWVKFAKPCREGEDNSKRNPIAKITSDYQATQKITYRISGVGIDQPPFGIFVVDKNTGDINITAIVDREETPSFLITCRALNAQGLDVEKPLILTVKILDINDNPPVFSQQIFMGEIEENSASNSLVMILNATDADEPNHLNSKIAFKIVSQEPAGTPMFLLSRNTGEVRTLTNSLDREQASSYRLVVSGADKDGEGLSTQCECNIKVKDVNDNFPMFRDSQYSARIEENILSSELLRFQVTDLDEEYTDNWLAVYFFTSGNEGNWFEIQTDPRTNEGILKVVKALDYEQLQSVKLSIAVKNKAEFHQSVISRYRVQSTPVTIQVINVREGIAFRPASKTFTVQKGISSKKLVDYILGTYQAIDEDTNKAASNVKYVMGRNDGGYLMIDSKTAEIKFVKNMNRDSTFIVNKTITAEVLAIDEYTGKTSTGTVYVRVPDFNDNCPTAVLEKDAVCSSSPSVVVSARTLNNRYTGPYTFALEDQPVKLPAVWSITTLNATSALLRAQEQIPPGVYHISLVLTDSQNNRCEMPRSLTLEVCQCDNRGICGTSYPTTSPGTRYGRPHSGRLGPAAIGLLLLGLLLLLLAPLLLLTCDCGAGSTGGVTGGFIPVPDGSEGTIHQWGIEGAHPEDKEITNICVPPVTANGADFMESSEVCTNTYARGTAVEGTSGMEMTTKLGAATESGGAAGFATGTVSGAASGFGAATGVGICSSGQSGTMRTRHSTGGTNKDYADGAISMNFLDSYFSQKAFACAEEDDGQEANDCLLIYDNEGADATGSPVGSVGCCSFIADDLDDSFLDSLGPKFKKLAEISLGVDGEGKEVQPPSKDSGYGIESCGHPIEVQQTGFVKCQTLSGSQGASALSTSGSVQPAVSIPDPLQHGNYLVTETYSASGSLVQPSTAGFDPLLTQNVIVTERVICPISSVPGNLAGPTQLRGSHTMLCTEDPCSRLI
# NSD2 HMT inh – NSD2 histone methyltransferase inhibitors, primary screen, biochemical, AlphaScreen, single concentration, set 2; hit rate 0.54% among 310,000; inhibition, % at 12.5 µM; NSD2 peptide methylation, 120 min; in the data active = inhibition above about 50%
# V-ATPase pHluor – regulators of yeast V-ATPase proton pumping, primary screen, pHLuorin cytosolic pH fluorescence | S. cerevisiae | response, % at 10 µM | hit rate 0.37% among 350,000 | AID 504577, 2011; in the data active = response mostly above about 7.3%, no sharp cut-off; inactive = mostly below about 5.4%; also: actives read high; inactives centre near 0; some compounds called inactive have numbers as strong as hits; reference of the scale not given here
# DAGLB inhibitor – DAGLB lipase inhibitors, primary screen, biochemical, fluorescence, HTS | hit rate 0.059% among 340,000 | HEK293T DAGLB membrane lysate, EnzChek fluorogenic substrate | Diacylglycerol lipase-beta (Homo sapiens), Q8NCG7 | inhibition, % at 5.17 µM; in the data active = inhibition above about 34%;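 also: 0% = enzyme with vehicle and 100% = wells lacking enzyme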
# Arrestin-AP2 inh – inhibitors of beta-arrestin/AP2 binding, primary screen, biochemical, GPCR trafficking, flow cytometry; hit rate 0.31% among 340,000; FITC-arrestin peptide / GST-AP2 beads; AP2 beta2 appendage carries R879A mutation; inhibition, % at 10 µM; beta-arrestin 1 C-terminal peptide binding to AP2 beta2-adaptin appendage (human); AID 504490, 2011;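 active = inhibition above a set limit, near 3 SD of compounds lacking own fluorescence, cut at about 54% in these data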;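 also: plate controls were DMSO wells for no effect and 5 µM unlabelled arrestin peptide for full effect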
#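 system = GST-tagged AP2 beta2-adaptin appendage (R879A) on 4 µm glutathione beads | reagent = FITC-labelled arrestin peptide probe, 50 nM final | schedule = compound with beads 12 min RT, then probe 1 h RT | signal = HyperCyt-sampled flow cytometry, FL1 channel, ex 488/em 535 nm | read-out = percent response from loss of bead-bound FITC fluorescence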
# LANA DNA inh – inhibitors of KSHV C-LANA binding to DNA, primary screen, biochemical, fluorescence polarization, FAM-LBS DNA, MBP-C-LANA, single point; Kaposi's sarcoma herpesvirus LANA C-terminal domain (residues 932-1162) DNA binding; inhibition, % at 9 µM; hit rate 0.078% among 340,000; AID 504423, 2011;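 active = highest replicate inhibition at or above 60% at 9 µM, even if other replicates fall short; inactive = all replicates below 60% inhibition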;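 also: 0% = neutral control wells and 100% = 4 µM acridine orange control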
# CAL PDZ FP-1 – CAL PDZ peptide-binding inhibitors, primary screen, biochemical, fluorescence polarization, Cer-tagged CAL PDZ, HTS; Golgi-associated PDZ and coiled-coil motif-containing protein (Homo sapiens), Q9HD26; purified CAL PDZ, TMR-peptide fluorescence polarization, 1 h; inhibition, % at 20 µM; hit rate 0.02% among 330,000; AID 504414, 2011;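 active = highest replicate inhibition of at least 40%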;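 also: plate controls were DMSO neutral control wells for no effect and unlabeled competitor peptide control wells for full effect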
#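 Material: tagged CAL PDZ domain; buffer or medium: 25 mM sodium phosphate pH 7.4, 150 mM NaCl, TCEP, IgG, Thesit; compound dosing: single point, 20 µM; schedule: 1 h incubation at room temperature before polarization reading; measured by: FP readout, S and P plane fluorescence; read-out basis: percent inhibition from loss of millipolarization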
# Keap1-Nrf2 PPI – Keap1-Nrf2 protein-protein interaction inhibitors, primary screen, biochemical, fluorescence polarization, single point; Keap1 Kelch-Nrf2 peptide fluorescence polarization, 1536-well; AID 504523, 2011; hit rate 0.15% among 340,000; Kelch-like ECH-associated protein 1 (Homo sapiens), Q14145; inhibition, % at 9.4 µM; in the data active = inhibition above about 12%;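 also: human Keap1 Kelch domain with fluorescein labeled Nrf2 9mer peptide probe; 0% = neutral control wells and 100% = peptide positive control; higher means more block of Keap1 binding to Nrf2 peptide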
# CAL PDZ FP-2 – untagged CAL PDZ binding inhibitors, primary screen, biochemical, fluorescence polarization, HTS; Golgi-associated PDZ and coiled-coil motif-containing protein (Homo sapiens), Q9HD26; purified CAL PDZ, TMR-peptide fluorescence polarization, 1 h; inhibition, % at 24.9 µM; hit rate 0.92% among 300,000; AID 602252, 2012;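 active = mean inhibition of at least 30% with at least half of replicates also reaching 30%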;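 also: 0% = DMSO neutral control and 100% = excess unlabeled competitor peptide PRC23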
# RTF Ca sens inh – cardiac RTF calcium sensitivity inhibitors, primary screen, biochemical, IANBD-TnC fluorescence, EC70 calcium; inhibition, % at 7.15 µM; Troponin I, cardiac muscle (Homo sapiens) + Troponin T, cardiac muscle (Homo sapiens) + …; IANBD-labeled cardiac RTF, Ca2+ fluorescence; hit rate 0.12% among 340,000; AID 493244, 2011;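 active = inhibition above the mean inhibition of all tested compounds plus 3 SD, cut at about 17% in these data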;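 also: assay run at fixed EC70 calcium of 1.6 mM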
# Active calls of the source: *; / = not tested or not shown. This is a subset. The share of hits here may be higher or lower than overall.
SMILES,Pemphigus Ab inh,NSD2 HMT inh,V-ATPase pHluor,DAGLB inhibitor,Arrestin-AP2 inh,LANA DNA inh,CAL PDZ FP-1,Keap1-Nrf2 PPI,CAL PDZ FP-2,RTF Ca sens inh
Cc1cc(NC(=O)C2CC2)ncc1NC(=O)c1ccccn1,105.0,-0.9,0.2,1.0,-3.5,2.8,-0.4,-1.5,-5.6,-18.5
Cc1cccc2cc(C#N)c(NCc3ccccc3)nc12,101.2,-1.7,-3.0,-9.0,-3.2,0.2,0.2,1.9,/,-10.3
O=C1NC2(CCCCC2)NN1c1ccccc1,107.2,3.3,-2.6,-3.0,-7.5,-0.7,-1.2,0.7,0.5,1.0
COc1ccc(OC)c(CN2CCN(S(=O)(=O)c3ccccc3)CC2)c1,/,1.5,0.2,0.7,1.4,-0.6,1.6,0.2,-3.5,-4.1
Cc1cc(Cl)c2oc(C(=O)N3CCN(c4cnccn4)CC3)c(C)c2c1,99.1,1.8,4.5,-5.9,/,/,/,/,/,/
CC(=O)N1CCN(c2ccc(NC(=O)c3ccc4c(c3)OCO4)cc2)CC1,/,-2.6,-4.0,-1.3,-10.8,-2.0,0.2,-8.1,1.8,-7.2
COC(=O)c1ccccc1NC(=S)NC(=O)C1CC1,100.4,0.3,-0.7,-4.2,-2.7,-0.6,-3.5,-1.4,-2.5,-5.7
COc1ccc(N2CC(C(=O)N[C@H](C(=O)NC(C)c3ccccc3)C(C)C)CC2=O)cc1 (some centres not stated),107.3,0.2,14.7,2.5,12.5,0.4,0.0,3.0,-2.7,-1.0
CN1CCN(CCCNC(=O)c2ccc3c(c2)N(Cc2ccccc2)CCS3)CC1,107.0,/,0.9,1.2,3.0,-0.8,-0.1,-0.9,0.3,-0.7
COc1ccc(S(=O)(=O)N2CCNC(=O)C2)cc1Br,94.4,-5.9,6.7,1.2,17.0,16.1,0.3,-1.7,-2.5,-2.7
O=C(C1CCN(S(=O)(=O)c2cccc3nsnc23)CC1)N1CCCCC1,103.8,-0.4,2.0,-2.0,15.8,-1.9,-0.7,-2.4,/,8.0
CCOc1ccc(CN(CCO)CCO)cc1[N+](=O)[O-],98.0,-1.4,-2.0,-0.1,5.2,-0.9,-0.5,-3.5,0.0,-11.4
O=C(N/N=C/c1ccccn1)c1cc(Br)ccc1O,82.2,2.7,4.0,1.2,31.0,-0.3,-1.3,-1.0,-1.6,-0.3
CC(NC(=O)c1cccnc1)C(c1cccs1)N1CCOCC1 (configuration not stated),81.0,/,1.3,2.1,27.4,0.0,-2.0,-1.3,-2.7,-1.9
Cc1cc(Nc2cc(F)ccc2C)n2ncnc2n1,107.0,/,0.4,-3.8,15.1,0.5,-0.6,0.8,-3.3,-5.5
O=c1[nH]c(CN2CCN(CCO)CC2)nc2ccccc12,106.3,-1.1,3.2,-2.0,-1.7,0.6,-0.5,0.2,-0.9,7.0
Cc1c(Cl)cccc1NS(=O)(=O)c1ccccc1,92.0,-32.4,1.5,-2.2,1.5,-0.1,-0.8,-3.8,/,-0.5
CCOC(=O)C1CCCN(C(=O)c2ccccc2NS(=O)(=O)c2ccc(F)cc2)C1 (configuration not stated),131.4,0.1,-0.8,0.2,-14.0,7.6,0.2,-6.1,-3.5,-5.8
COc1ncnc2sc(-c3ccccc3)cc12,119.7,-0.5,0.1,-9.8,21.6,-0.2,-2.3,3.8,-4.2,1.2
CCCCC(O)(CCCC)C(=O)NN(C(=O)c1cccnc1Cl)c1ccccc1,107.3,-2.9,4.8,-0.8,3.3,-1.2,-0.7,-4.3,/,-6.5

# Entries shown so far with a thiophene ring, fused or not (2):
SMILES,Pemphigus Ab inh,NSD2 HMT inh,V-ATPase pHluor,DAGLB inhibitor,Arrestin-AP2 inh,LANA DNA inh,CAL PDZ FP-1,Keap1-Nrf2 PPI,CAL PDZ FP-2,RTF Ca sens inh
CC(NC(=O)c1cccnc1)C(c1cccs1)N1CCOCC1 (configuration not stated),81.0,/,1.3,2.1,27.4,0.0,-2.0,-1.3,-2.7,-1.9
COc1ncnc2sc(-c3ccccc3)cc12,119.7,-0.5,0.1,-9.8,21.6,-0.2,-2.3,3.8,-4.2,1.2

# Next records follow.
SMILES,Pemphigus Ab inh,NSD2 HMT inh,V-ATPase pHluor,DAGLB inhibitor,Arrestin-AP2 inh,LANA DNA inh,CAL PDZ FP-1,Keap1-Nrf2 PPI,CAL PDZ FP-2,RTF Ca sens inh
O=C(CNS(=O)(=O)c1ccccc1)N/N=C\c1ccc(Cl)cc1,101.0,14.5,-1.1,2.7,33.0,0.7,-1.7,1.6,-2.8,-8.7
Cc1ccc(-c2nnc(N3CCC(C)CC3)c3ccccc23)cc1C,97.4,17.7,-0.5,-7.8,6.0,0.6,-2.3,1.8,-9.0,-2.8
COc1ccccc1NC(=O)C(=O)NCc1ccncc1,90.8,-1.7,0.9,-5.7,4.6,0.2,-1.8,-5.6,-4.3,5.0
COC(=O)C1=C(C(=O)OC)SC(=C2C(=S)C(C)(C)N(C(=O)CC(C)C)c3ccccc32)S1,92.9,8.6,2.1,3.4,5.3,1.0,-1.8,-1.5,/,-10.7
CC(=O)c1ccc(NC(=O)CSc2nc3[nH]ncc3c(=O)[nH]2)cc1,96.5,/,-12.1,-0.3,24.3,-0.3,1.0,-4.5,-4.1,-25.9
CCOc1ccc(CN2CCN(CCCc3ccccc3)C(CCO)C2)cc1 (configuration not stated),102.8,-0.1,3.0,-2.1,26.9,-1.7,-0.7,0.5,-6.0,-0.1
Cn1cc([N+](=O)[O-])cc1-c1nc2ccccc2n1C,116.0,1.2,-1.4,-0.7,-0.9,0.0,-0.1,-1.6,-2.6,-0.1
Cn1c(NC(=O)Cc2cccs2)cc(=O)n(C)c1=O,106.0,/,-1.1,-1.8,-7.4,0.3,-0.7,-8.1,/,-4.3
COc1ccc2[nH]c(C(=O)N/N=C/c3ccc(OC)c(O)c3)cc2c1,98.7,-2.6,1.8,4.6,6.3,-1.6,-1.7,-3.6,-8.1,-7.0
CSc1nc(-c2ccc(Cl)cc2)nc(N)c1C#N,103.7,-1.8,3.5,/,13.5,/,/,/,/,/
CCc1ccc(CNC(=O)c2ccc(NC(=O)C3=CSCCO3)cc2)cc1,86.4,-5.0,5.5,-0.6,1.6,0.0,-0.5,-4.4,6.2,-7.0
O=C(Nc1cccnc1)c1cc(S(=O)(=O)N2CCOCC2)ccc1Br,104.6,-2.7,2.0,-0.7,30.1,0.1,0.5,-8.5,-1.1,4.6
Cc1ccc(C(=O)N/C(=C/c2ccc(-c3ccc(Br)cc3)o2)C(=O)NC2CCS(=O)(=O)C2)cc1 (configuration not stated),112.8,-0.9,4.2,1.1,8.2,-0.3,-1.3,-2.6,-2.7,-3.2
S=C1NCCC12C(=S)Nc1ccccc12 (configuration not stated),94.0,/,-2.7,0.0,-1.7,-0.5,1.0,2.4,-0.8,1.7
Cc1nnc(N2C(=O)C(=O)/C(=C(/O)c3ccc4c(c3)OCCO4)C2c2ccc([N+](=O)[O-])cc2)s1 (configuration not stated),100.6,3.7,3.3,4.9,-1.4,0.8,-2.3,-5.6,-3.7,6.3
O=C(NC1CCCCC1)c1ccc(-n2cnnn2)cc1,93.4,-1.7,-0.3,-2.1,-14.1,1.0,-2.2,-7.6,-5.3,-15.2
COC(=O)c1ccccc1NC(=O)CSc1ccccc1,/,-8.0,4.7,-4.7,26.3,-0.9,-1.7,-1.4,-6.1,13.5
CCOc1cc(C2NN=C(c3ccc(C)cc3)S2)ccc1O (configuration not stated),101.9,-4.1,-3.2,-6.7,33.0,1.5,-1.4,-1.3,2.9,1.6
Cc1cc(Br)cc(C)c1NC(=O)c1ccc(C#N)cc1F,107.5,/,1.4,-1.7,-7.6,-2.3,-1.0,-0.4,8.0,-1.8
CC(NC(=O)c1cc(-c2ccccc2)on1)c1ccccc1 (configuration not stated),104.5,-2.0,5.5,-4.5,18.5,0.2,0.6,0.5,-2.1,-9.5
Clc1ccc(Cn2ccc3ccccc32)cn1,110.9,-1.6,1.0,-3.3,35.1,-0.9,/,-1.0,0.3,0.6
Cc1ccc(Cl)c(OCC(=O)NN2CCN(C)CC2)c1,91.1,-1.9,5.3,-2.0,7.7,-3.9,-0.8,1.7,-0.8,-4.8
COc1ccc(N2CCOCC2)c(NC(=O)c2cccc3ccccc23)c1,119.6,1.6,-0.3,-1.2,6.4,-0.1,-1.4,0.5,-0.6,1.0
COc1ccc2nc(SCC(=O)Nc3ccccc3)[nH]c2c1,106.7,-1.0,0.1,0.7,1.1,1.4,-0.8,2.5,-3.9,-4.1
Nc1nc(-c2ccc(Cl)cc2Cl)cn1N,101.3,2.0,1.8,1.3,2.0,1.2,/,-0.4,0.3,-3.0
CCn1cc(S(=O)(=O)CC(=O)N2CCc3ccccc32)c2ccccc21,79.3,/,0.0,-0.8,-8.8,1.1,-0.9,-1.6,/,-6.9
CC1CCCC(C)N1C(=O)C1CCCCC1 (configuration not stated),101.7,/,-0.7,-0.2,2.7,-0.4,-0.5,-3.4,-4.8,-2.6
COc1ccc(CNC(=O)C2CCCN(S(=O)(=O)c3c(C)nn(C)c3C)C2)cc1 (configuration not stated),/,/,-2.5,1.1,5.4,-8.0,-0.5,-0.8,0.4,-15.9
CCc1nnc(SCC(=O)Nc2ccc3c(c2)OCO3)n1CC,108.1,-0.1,6.0,-0.5,8.2,-0.2,-2.1,4.0,-3.4,1.6
Cc1ccc(S(=O)(=O)N[C@H](C(=O)N2CCC(C(=O)N[C@@H](CC(=O)O)C(=O)O)CC2)C(C)C)cc1,99.3,/,-1.2,-3.1,3.4,-1.2,0.6,4.3,1.0,0.4
CC(C)c1ccc(NC(=O)CSc2nc3ccccc3nc2N2CCCC2)cc1,96.8,/,-1.5,-25.5,16.7,1.2,-0.4,-6.3,/,1.4
c1ccc(C2=Nn3c(nnc3-c3ccccn3)SC2)cc1,/,0.0,-1.8,-0.3,-2.3,-1.4,-0.4,-5.4,-3.0,-21.8

# Screens (PubChem BioAssay)
